HIV Rev-RRE inh = HIV-1 Rev-RRE binding inhibitors, primary screen, biochemical, FRET, protein-RNA interaction; P05866; Rev peptide-RRE RNA binding; inhibition, % at 8 µM; hit rate 0.79% among 97,000; AID 704, 2007;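 active means inhibition above the screen-wide mean plus 3 SD, cut at about 35% in these data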;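 further: 0% = median DMSO wells and 100% = median Neomycin B control wells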
Target sequence (P05866 whole entry, looked up): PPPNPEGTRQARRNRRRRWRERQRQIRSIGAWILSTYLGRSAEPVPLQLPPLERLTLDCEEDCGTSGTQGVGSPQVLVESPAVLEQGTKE
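Test system – labelled RRE RNA duplex and labelled Rev peptide · Signal – fluorescein-to-Cy5 FRET, 480 nm excitation · Evaluation – % inhibition of FRET ratio versus controls · Benchmarks – DMSO low control, neomycin B high control · Incubation – 5 min RNA-compound premix plus 15 min binding step, 25 °C · Medium – HEPES pH 7.5 salt buffer with EDTA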
ERa coact pot = enhancers of ERα–SRC-1 coactivator binding, primary screen, biochemical, TR-FRET, ERα LBD, low estradiol. TR-FRET ERalpha-LBD/SRC-Cy5 coactivator binding, 2 h; 100 = basal binding, no effect. coactivator binding (% of control), % at 25.6 µM. hit rate 1.3% among 86,000. AID 639, 2007; in the data active means activity above about 200%;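 further: binding measured in presence of low estradiol as agonist stimulus; 0% = peptide alone without receptor and 100% = receptor with peptide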
PLK1 kinase inh = human PLK1 kinase inhibitors, primary screen, biochemical, TR-FRET; Serine/threonine-protein kinase PLK1 (Homo sapiens), P53350; recombinant PLK1 kinase, TR-FRET peptide phosphorylation; AID 619, 2007; inhibition, % at 10 µM; hit rate 0.53% among 97,000;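 active means inhibition of 50% or more in the single-concentration screen; inactive means inhibition below 50%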;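 further: 0% = DMSO max control and 100% = H-89 dihydrochloride min control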
ERa SRC1 inh = ERα–SRC-1 coactivator interaction inhibitors, primary screen, biochemical, TR-FRET, ERα LBD, estradiol-bound; inhibition, % at 25.6 µM; TR-FRET ER-alpha LBD / SRC-1 peptide; Estrogen receptor (Homo sapiens), P03372; AID 629, 2007; hit rate 1.7% among 86,000; in the data active means inhibition above about 50%;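 further: 0% = receptor plus peptide control and 100% = peptide only without receptor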
FAK inh = FAK kinase inhibitors, primary screen, biochemical. Focal adhesion kinase 1 (Homo sapiens), Q05397. biochemical FAK kinase activity assay. inhibition, %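 (tested at 7 µM)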. hit rate 0.84% among 97,000; in the data active means inhibition above about 19%;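 further: 0% = DMSO and 100% = reference compound high control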
PLK1 PBD inh = Plk1 polo box domain binding inhibitors, primary screen, biochemical, fluorescence polarization; Serine/threonine-protein kinase PLK1 (Homo sapiens), P53350; Plk1 PBD phosphopeptide binding; inhibition, %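 (tested at about 20 µM)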; hit rate 0.13% among 97,000; in the data active means inhibition above about 34%, passing the limit was not always enough
CD11b adhes inh = inhibitors of CD11b/CD18 adhesion to fibrinogen, primary screen, K562 cells, luminescence; Integrin beta-2 (Homo sapiens) + Integrin alpha-M (Homo sapiens), P05107+P11215; ATPlite luminescence; Mn2+ added to activate the integrin; inhibition, % at 10 µM; hit rate 0.54% among 93,000; AID 1497, 2009;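 active means primary inhibition of 50% or more at 10 µM, then 40% or more on retest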; further: some results filed as inactive read as strong as hits
Target sequence (P05107 whole entry, looked up, other chains not shown): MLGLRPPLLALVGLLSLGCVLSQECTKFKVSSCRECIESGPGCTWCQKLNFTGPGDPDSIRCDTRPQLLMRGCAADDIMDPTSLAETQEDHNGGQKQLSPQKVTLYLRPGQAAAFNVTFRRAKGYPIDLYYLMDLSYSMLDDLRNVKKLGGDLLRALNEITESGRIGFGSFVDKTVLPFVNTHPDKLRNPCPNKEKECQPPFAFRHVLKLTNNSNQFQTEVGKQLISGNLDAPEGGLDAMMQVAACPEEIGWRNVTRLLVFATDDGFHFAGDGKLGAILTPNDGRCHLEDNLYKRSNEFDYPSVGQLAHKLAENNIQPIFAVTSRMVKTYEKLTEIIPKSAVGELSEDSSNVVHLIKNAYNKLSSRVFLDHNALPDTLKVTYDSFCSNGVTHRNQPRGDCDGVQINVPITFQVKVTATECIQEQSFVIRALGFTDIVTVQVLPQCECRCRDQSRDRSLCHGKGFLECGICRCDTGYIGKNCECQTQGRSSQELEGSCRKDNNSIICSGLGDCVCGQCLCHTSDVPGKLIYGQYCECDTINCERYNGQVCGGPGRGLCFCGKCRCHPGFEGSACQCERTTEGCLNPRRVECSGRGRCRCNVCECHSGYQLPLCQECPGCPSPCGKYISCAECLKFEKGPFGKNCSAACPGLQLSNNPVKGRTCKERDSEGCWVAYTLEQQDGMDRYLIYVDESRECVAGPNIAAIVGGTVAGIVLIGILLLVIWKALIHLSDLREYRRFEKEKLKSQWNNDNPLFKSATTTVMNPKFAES
ERb SRC1 inh = inhibitors of ERβ-SRC1 coactivator interaction, primary screen, biochemical, TR-FRET, ERβ LBD, SRC-1 peptide; Estrogen receptor beta (Homo sapiens), Q92731; TR-FRET ER-beta LBD / SRC1-Cy5 peptide binding; receptor agonist-loaded with 1 µM estradiol; inhibition, % at 25.6 µM; hit rate 1.3% among 86,000; AID 633, 2007;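 active means compounds whose percent inhibition of the receptor-coactivator binding signal exceeds about 50% in the single-dose screen, limit read from the data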;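 further: 0% = receptor plus peptide wells without compound and 100% = peptide-only wells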
CD11b adhes enh = enhancers of CD11b/CD18 adhesion to fibrinogen, primary screen, K562 cells, luminescence; Integrin beta-2 (Homo sapiens) + Integrin alpha-M (Homo sapiens), P05107+P11215; ATPlite luminescence; activation, % at 10 µM; hit rate 0.07% among 93,000; AID 1499, 2009;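 active means 10 µM primary screen giving 50% or more activity, confirmed by 40% or more on retest at that dose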; further: strong numbers were not always called active
An asterisk follows results filed as active; [ ] = dose if it differs, or a comment. Compounds as they come. Share with any hit: about 4.7%.

Screening Cc1oc(C(C)(C)C)cc1C(=O)N1CCCC1C(=O)O (stereo not drawn) returned HIV Rev-RRE inh 1, ERa coact pot 98, PLK1 kinase inh -10, ERa SRC1 inh -13, FAK inh 2, PLK1 PBD inh -7 and ERb SRC1 inh -11.
Screening Cc1sc2nc(C3CC3)nc(N3CCN(S(=O)(=O)c4ccc(F)cc4)CC3)c2c1C returned HIV Rev-RRE inh 18, ERa coact pot 174[fluorescence artefact?], PLK1 kinase inh -7, ERa SRC1 inh 5[fluorescence artefact?], FAK inh 0, PLK1 PBD inh 0, CD11b adhes inh 0, ERb SRC1 inh 10[fluorescence artefact?] and CD11b adhes enh 4.
`COc1ccc(-n2c(NCCN(C)C)nc3sc4c(c3c2=O)CCCCC4)cc1` gave HIV Rev-RRE inh 9, ERa coact pot 91, PLK1 kinase inh 4, ERa SRC1 inh 4, FAK inh 0, PLK1 PBD inh -3, CD11b adhes inh -19, ERb SRC1 inh -8 and CD11b adhes enh -2.
For COc1ccc(C(=O)NCc2n[nH]c(=S)n2-c2ccccc2)cc1OC the results were HIV Rev-RRE inh 0, ERa coact pot 67, PLK1 kinase inh -29, ERa SRC1 inh -3, FAK inh 0, PLK1 PBD inh -13, CD11b adhes inh -8, ERb SRC1 inh -6 and CD11b adhes enh -4.
O=C(NC1CCCC1)C(c1ccc(F)cc1)N(Cc1ccc(F)cc1)C(=O)c1ccn[nH]1 (stereo not drawn) was read as HIV Rev-RRE inh -4, PLK1 kinase inh 0, FAK inh -6 and PLK1 PBD inh -25.
Cc1cccc(Nc2nc(-c3cccs3)cs2)n1 was read as HIV Rev-RRE inh 7, ERa coact pot 94, PLK1 kinase inh -16, ERa SRC1 inh -1, FAK inh 2, PLK1 PBD inh 5 and ERb SRC1 inh -1.
Screening N#CCc1c(C#N)c(N)nc(N2CCN(S(=O)(=O)c3ccccc3)CC2)c1C#N returned HIV Rev-RRE inh 7, ERa coact pot 101, PLK1 kinase inh 5, ERa SRC1 inh 14, FAK inh -11, PLK1 PBD inh 3 and ERb SRC1 inh 7[fluorescence artefact?].
For N#CC(c1ccc(F)cc1)c1ccc(C(=O)c2ccc(F)cc2)cc1 (stereo not drawn) the results were HIV Rev-RRE inh 11, ERa coact pot 68, PLK1 kinase inh -11, ERa SRC1 inh 9[fluorescence artefact?], FAK inh 0, PLK1 PBD inh -1, CD11b adhes inh 87*, ERb SRC1 inh -4[fluorescence artefact?] and CD11b adhes enh -5.
Screening C=CCSc1nc(C)c(CC(=O)OCCCC)c(=O)[nH]1 returned ERa coact pot 112, ERa SRC1 inh 0[fluorescence artefact?], CD11b adhes inh -3, ERb SRC1 inh -3[fluorescence artefact?] and CD11b adhes enh -1.
COc1ccc(OC)c2c(C)cc(N3CCCN(C)CC3)nc12 was read as HIV Rev-RRE inh -3, ERa coact pot 109[fluorescence artefact?], PLK1 kinase inh 1, ERa SRC1 inh -1, FAK inh 0, PLK1 PBD inh -13, CD11b adhes inh 8, ERb SRC1 inh -12 and CD11b adhes enh -1.
For CCn1c(SCC(=O)N2CCN(c3ccc(F)cc3)CC2)nnc1-c1ccncc1 the results were HIV Rev-RRE inh -4, ERa coact pot 129[fluorescence artefact?], PLK1 kinase inh -3, ERa SRC1 inh -11, FAK inh -9, PLK1 PBD inh 1, CD11b adhes inh 29, ERb SRC1 inh -6 and CD11b adhes enh 4.
O=C(O)Cn1c2c(c3ccccc31)CCCC2 was read as ERa coact pot 71, ERa SRC1 inh -32[fluorescence artefact?], CD11b adhes inh -11, ERb SRC1 inh -16 and CD11b adhes enh -5.

The last four entries of the section before open the next one.
Screening C=CCSc1nc(C)c(CC(=O)OCCCC)c(=O)[nH]1 returned ERa coact pot 112, ERa SRC1 inh 0[fluorescence artefact?], CD11b adhes inh -3, ERb SRC1 inh -3[fluorescence artefact?] and CD11b adhes enh -1.
COc1ccc(OC)c2c(C)cc(N3CCCN(C)CC3)nc12 was read as HIV Rev-RRE inh -3, ERa coact pot 109[fluorescence artefact?], PLK1 kinase inh 1, ERa SRC1 inh -1, FAK inh 0, PLK1 PBD inh -13, CD11b adhes inh 8, ERb SRC1 inh -12 and CD11b adhes enh -1.
For CCn1c(SCC(=O)N2CCN(c3ccc(F)cc3)CC2)nnc1-c1ccncc1 the results were HIV Rev-RRE inh -4, ERa coact pot 129[fluorescence artefact?], PLK1 kinase inh -3, ERa SRC1 inh -11, FAK inh -9, PLK1 PBD inh 1, CD11b adhes inh 29, ERb SRC1 inh -6 and CD11b adhes enh 4.
O=C(O)Cn1c2c(c3ccccc31)CCCC2 was read as ERa coact pot 71, ERa SRC1 inh -32[fluorescence artefact?], CD11b adhes inh -11, ERb SRC1 inh -16 and CD11b adhes enh -5.
For CN(C)S(=O)(=O)c1ccc(NC(=O)COC(=O)c2n[nH]c3ccccc23)cc1 the results were HIV Rev-RRE inh 7, ERa coact pot 118, PLK1 kinase inh 1, ERa SRC1 inh -5, FAK inh 5, PLK1 PBD inh 8, CD11b adhes inh 3, ERb SRC1 inh -11 and CD11b adhes enh -3.
Screening CCOc1nc(NC2CCCCC2)nc(NC(C)(C)C)n1 returned HIV Rev-RRE inh 8, ERa coact pot 118, PLK1 kinase inh -12, ERa SRC1 inh -4, FAK inh 3, PLK1 PBD inh 7 and ERb SRC1 inh 3.
Cc1ccc(NC(=O)C(C)c2ccc(-c3ccccc3)c(F)c2)cc1 (stereo not drawn) was read as HIV Rev-RRE inh 10, PLK1 kinase inh -13, FAK inh -1, PLK1 PBD inh -11, CD11b adhes inh 96 and CD11b adhes enh -8.
Screening CCC(=O)NC(=S)NNC(=O)c1ccc(OC)cc1 returned HIV Rev-RRE inh -2, PLK1 kinase inh -8, FAK inh -1 and PLK1 PBD inh -34.
Screening CCOC(=O)c1sc(=S)n(CC)c1NC(=O)C1CC1 returned HIV Rev-RRE inh -1, ERa coact pot 115, PLK1 kinase inh -7, ERa SRC1 inh 8, FAK inh 0, PLK1 PBD inh 0, CD11b adhes inh -15, ERb SRC1 inh 5[fluorescence artefact?] and CD11b adhes enh 0.
`CCC(=O)Nc1c(OC(=O)CC)ccc2c(C)cc(=O)oc12` gave HIV Rev-RRE inh 2, ERa coact pot 104, PLK1 kinase inh -21, ERa SRC1 inh 0, FAK inh 2, PLK1 PBD inh 3 and ERb SRC1 inh -12.
For O=C(NC(Cc1c[nH]c2ccccc12)c1nnc2n1CCCCC2)c1ccccc1 (stereo not drawn) the results were HIV Rev-RRE inh -2, ERa coact pot 107, PLK1 kinase inh -5, ERa SRC1 inh -3, FAK inh -5, PLK1 PBD inh -18 and ERb SRC1 inh 0.
CCOc1ccc(C)cc1S(=O)(=O)NC1CCCCC1 was read as HIV Rev-RRE inh 1, ERa coact pot 104, PLK1 kinase inh -5, ERa SRC1 inh 2, FAK inh 1, PLK1 PBD inh 10, CD11b adhes inh 1, ERb SRC1 inh 1 and CD11b adhes enh 0.
`CCSc1nc2ccccc2n1CCOc1ccccc1` gave HIV Rev-RRE inh 7, ERa coact pot 88, PLK1 kinase inh -12, ERa SRC1 inh 4, FAK inh 2, PLK1 PBD inh 25 and ERb SRC1 inh 0.
For O=C(C/C=N/OCc1ccc(Cl)cc1Cl)c1ccc(Cl)cc1 the results were HIV Rev-RRE inh 20, PLK1 kinase inh -14, FAK inh 6, PLK1 PBD inh 15, CD11b adhes inh 22 and CD11b adhes enh 2.
For Cc1c(C2OC(=O)C3(CCCCC3)C(=O)C2(C)C)c(=O)n(-c2ccccc2)n1C (stereo not drawn) the results were HIV Rev-RRE inh 12, ERa coact pot 109[fluorescence artefact?], PLK1 kinase inh -1, ERa SRC1 inh -7, FAK inh 5, PLK1 PBD inh 14, CD11b adhes inh -18, ERb SRC1 inh -2[fluorescence artefact?] and CD11b adhes enh 6.
Screening Cc1occc1C(=O)N1CCN(S(C)(=O)=O)CC1 returned HIV Rev-RRE inh 10, PLK1 kinase inh -10, FAK inh 0 and PLK1 PBD inh 22.
Screening CN(Cc1ccccc1)S(=O)(=O)c1ccc(OCC(=O)N2CCOCC2)cc1 returned HIV Rev-RRE inh 3, ERa coact pot 107, PLK1 kinase inh -1, ERa SRC1 inh 8, FAK inh -2, PLK1 PBD inh 13 and ERb SRC1 inh -11.
For O=C(CSc1nnc(CNc2ccc(F)cc2)n1Cc1ccco1)N1CCCC1 the results were ERa coact pot 106, ERa SRC1 inh -11, CD11b adhes inh -19, ERb SRC1 inh -17[fluorescence artefact?] and CD11b adhes enh -4.
Screening CCn1c(-c2ccco2)n[nH]c1=S returned HIV Rev-RRE inh 9, ERa coact pot 123, PLK1 kinase inh -5, ERa SRC1 inh -1, FAK inh 3, PLK1 PBD inh -7, CD11b adhes inh -21, ERb SRC1 inh -5 and CD11b adhes enh 4.
For CCOC(=O)C1=C(C)NC(=O)NC1/C(C)=C/c1ccccc1 (stereo not drawn) the results were ERa coact pot 127, ERa SRC1 inh -2, CD11b adhes inh -14, ERb SRC1 inh 2 and CD11b adhes enh 3.
Screening Fc1ccccc1OCCSc1nnnn1-c1ccccc1 returned HIV Rev-RRE inh 13, ERa coact pot 98, PLK1 kinase inh -11, ERa SRC1 inh 11[fluorescence artefact?], FAK inh 4, PLK1 PBD inh -8, CD11b adhes inh -2, ERb SRC1 inh 1 and CD11b adhes enh 1.
CCC(Sc1nc(C)cc(=O)[nH]1)C(=O)Nc1ccc(Cl)cn1 (stereo not drawn) was read as HIV Rev-RRE inh 7, ERa coact pot 106, PLK1 kinase inh -9, ERa SRC1 inh -4, FAK inh -3, PLK1 PBD inh -5, CD11b adhes inh 7, ERb SRC1 inh -3 and CD11b adhes enh -4.
Screening O=C(Nc1ccon1)c1ccc(Br)o1 returned HIV Rev-RRE inh 7, ERa coact pot 99, PLK1 kinase inh -6, ERa SRC1 inh -5, FAK inh 2, PLK1 PBD inh -10, CD11b adhes inh -38, ERb SRC1 inh 0 and CD11b adhes enh 1.
CCOc1ccccc1N(CC(=O)O)S(=O)(=O)c1ccc(C)cc1 was read as HIV Rev-RRE inh 4, ERa coact pot 114, PLK1 kinase inh -13, ERa SRC1 inh 18[fluorescence artefact?], FAK inh 1, PLK1 PBD inh -5, CD11b adhes inh 3, ERb SRC1 inh 5 and CD11b adhes enh 11.
`CCCNC(=O)c1c(NC(=O)C2COc3ccccc3O2)sc2c1CCCC2` (stereo not drawn) gave HIV Rev-RRE inh 0, ERa coact pot 110, PLK1 kinase inh -44, ERa SRC1 inh 19, FAK inh -3, PLK1 PBD inh -13 and ERb SRC1 inh 21.
For c1csc(-c2nnc3ccccn23)c1 the results were HIV Rev-RRE inh 5, ERa coact pot 98, PLK1 kinase inh -9, ERa SRC1 inh 18[fluorescence artefact?], FAK inh -1, PLK1 PBD inh -3, CD11b adhes inh -3, ERb SRC1 inh 10[fluorescence artefact?] and CD11b adhes enh -1.

High-throughput results deposited in PubChem by several laboratories.
